D3 antag = blocks the human D3 dopamine receptor; D3R cells, DiscoveRx beta-arrestin luminescence, antagonist mode; hits give low values; P35462; 2.5% of 360,000 active; max response, negative = inhibition, %; AID 652054; in the data active = max response below about -50%; inconclusive = no clear call, values can overlap the other calls; note: % is set by controls: 0 for no effect and ±100 for the full control effect; mostly tested at two doses, the higher about 12 µM
Target sequence (P35462 whole entry, looked up): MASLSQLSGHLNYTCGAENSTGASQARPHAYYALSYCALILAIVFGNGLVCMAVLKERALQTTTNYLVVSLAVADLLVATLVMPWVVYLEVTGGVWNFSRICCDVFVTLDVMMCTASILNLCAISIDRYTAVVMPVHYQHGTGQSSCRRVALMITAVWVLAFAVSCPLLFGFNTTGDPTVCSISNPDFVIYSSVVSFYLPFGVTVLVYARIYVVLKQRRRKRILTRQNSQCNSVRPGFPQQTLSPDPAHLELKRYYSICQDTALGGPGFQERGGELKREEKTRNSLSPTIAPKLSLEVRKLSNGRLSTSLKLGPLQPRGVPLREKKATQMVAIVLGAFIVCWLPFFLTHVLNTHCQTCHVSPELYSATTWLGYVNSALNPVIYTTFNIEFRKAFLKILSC
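Cells plated overnight at 1500 cells/well, then exposed to library compounds with dopamine controls for 90 minutes at 37 degrees C. DiscoveRx reagent added for 30–60 minutes at room temperature; luminescence read, quantitative HTS format.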
GLP1R cytotox = cytotoxic in the GLP-1 receptor inverse agonist counter-screen; HEK293 cAMP-luciferase reporter cells, luminescence, 24 h; Potency, µM (doses to about 38.3 µM), for inactives: at the top dose activity change, negative = inhibition, hits mostly inhibitors; 0.13% of 410,000 active; AID 624418;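 note: loss of luciferase light is scored as toxicity; potency is the fitted concentration of half-maximal effect; % is set by controls: 0 for no effect and ±100 for the full control effect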
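A 23 nL compound transfer followed 12 hours of cell culture at 37 deg C; exposure then lasted 24 hr. Luciferase assay detection reagent was dispensed and plates read for luminescence after a 12 min room-temperature wait.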
TDP-43 yeast inh = TDP-43 toxicity inhibition in yeast; TDP-43 expressing yeast growth rescue, BacTiter-Glo, 24 h; Potency, µM (series often up to 46.1 µM), inactives show at the top dose growth rescue (activation), most hits filed as activators; 1.8% of 410,000 active; AID 652104; note: potency is the fitted concentration of half-maximal effect; % of control where 0% means no effect; nearly all actives have a fitted effect of over 50% in size
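Luminescence from BacTiter-Glo reports growth of TDP-43-expressing yeast after 24 hr at 30 deg C with compound. Cells were raffinose-pregrown to mid-log, then seeded in galactose medium at OD600=0.02.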
GLP-1R agonist = GLP-1 receptor (human) agonism | HEK293 GLP-1R CRE-luciferase, luminescence, 4-6 h; cells express a hypersensitive GLP-1R form | Potency, µM (doses to about 45.6 µM), for the others: top-dose activation, most hits filed as activators | P43220 | 0.007% of 380,000 active; note: potency is the fitted concentration of half-maximal effect; % of control where 0% means no effect
Target sequence (P43220 whole entry, looked up): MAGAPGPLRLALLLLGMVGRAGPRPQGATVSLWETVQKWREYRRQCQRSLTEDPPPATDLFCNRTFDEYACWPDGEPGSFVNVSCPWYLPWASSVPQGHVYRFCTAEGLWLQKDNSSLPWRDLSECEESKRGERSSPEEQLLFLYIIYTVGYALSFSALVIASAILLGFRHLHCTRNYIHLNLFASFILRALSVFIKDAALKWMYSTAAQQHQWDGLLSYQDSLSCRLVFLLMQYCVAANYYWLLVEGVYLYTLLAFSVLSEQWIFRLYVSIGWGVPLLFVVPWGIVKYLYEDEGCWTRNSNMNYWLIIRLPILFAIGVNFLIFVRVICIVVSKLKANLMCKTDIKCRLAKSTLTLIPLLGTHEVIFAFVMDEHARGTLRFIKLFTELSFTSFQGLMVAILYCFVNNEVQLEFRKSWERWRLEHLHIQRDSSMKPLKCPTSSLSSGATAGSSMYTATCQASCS
GLP-1R inv ag = inverse agonists of human GLP-1 receptor; P43220; HEK293 GLP-1R CRE-luciferase, luminescence, 24 h; GLP-1R form is constitutively active; Potency, µM (doses to about 38.3 µM), for inactives: at the highest dose activity change, negative = inhibition, hits mostly inhibitors; 1.6% of 410,000 active; AID 624417; note: potency is the fitted concentration of half-maximal effect; % is set by controls: 0 for no effect and ±100 for the full control effect; nearly all actives have a fitted effect of over 55% in size
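HEK293 cells stably co-expressing a cAMP-responsive luciferase reporter and constitutively active GLP-1R were seeded, incubated 12 h, then exposed to compounds for 24 h at 37 C. Luminescence was read 12 min after detection reagent; inverse agonists lower signal.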
aSyn yeast inh = rescues yeast growth from alpha-synuclein toxicity; Yeast expressing alpha-synuclein, growth rescue, BacTiter-Glo, 24 h; Potency, µM (titrated, usually from 46.1 µM), for the others: at the highest dose growth rescue (activation), most hits filed as activators; 0.14% of 370,000 active; note: potency is the fitted concentration of half-maximal effect; % of control where 0% means no effect; nearly all actives have a fitted effect of over 65% in size
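Rescue of yeast growth: cells expressing toxic alpha-synuclein, induced in galactose at OD600 0.02, incubated with compound 24 h at 30 C. ATP luminescence quantified growth; inhibitors of toxicity appear as activators.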
KB-V1 cytotox = kills drug-selected multidrug resistant KB-V1 cells; 3.4% of 400,000 active; Potency, µM (titrated, usually from 46.1 µM), without a hit: at the highest dose activity change, negative = cytotoxicity, most hits filed as cytotoxic; KB-V1 MDR cells viability, CellTiter-Glo, 72 h; AID 1347076; note: potency is the fitted concentration of half-maximal effect; % is set by controls: 0 for no effect and ±100 for the full control effect; nearly all actives have a fitted effect of over 60% in size
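KB-V1 cells (P-gp-expressing MDR subline of KB-3-1) in phenol-red-free DMEM with 10% FBS were exposed to library compounds over a concentration series for 72 h at 37 degrees C. Viability read by CellTiter-Glo luminescence; concentration-effect curves fitted after normalization.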
PTHR1 agonist = agonists of human PTHR1 parathyroid hormone receptor. Q03431. HEK293 GP2 PTHR1 cells, GloSensor cAMP luminescence, 1 h. Potency, µM (doses to about 115 µM), without a hit: top-dose activation, actives largely listed as activators. 0.075% of 410,000 active; note: potency is the fitted concentration of half-maximal effect; nearly all actives have a fitted effect of over 55% in size; some results filed as inactive show a strong effect at the top dose; inactives centre near -15; many of its hits are not listed in these tables
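HEK-293-derived GP2 cells expressing PTHR1 and a GloSensor cAMP reporter, 3,000/well, plated overnight, given luciferin plus IBMX (each 0.5 mM as added) for 1 h at 37 °C, then compound for 1 h at 37 °C. Luminescence was read after 15 min at room temperature.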
D3 ag = D3 dopamine receptor (human) agonism; P35462; D3R DiscoveRx beta-arrestin cells, luminescence, 90 min; max activation, %; 0.58% of 410,000 active; in the data active = max activation above about 30%; note: 0% is about no effect; mostly tested at two doses, the higher about 12 µM
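Cells at 1500/well, incubated overnight, then treated with pinned compounds (dopamine as control) for 90 min at 37 degrees C. DiscoveRx reagent added for 30 - 60 minutes at room temperature; luminescence read.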
Numbers without * were called inactive; i = inactive; ? = inconclusive; . = no result given; & = joins results of further samples; [ ] = another dose, or the depositor's remark. Unless noted, calls come from the whole dose curve; as a rule, active = well fitted curve in the direction sought with a large enough effect; inconclusive = small, poorly fitted or top-dose-only effect, or another doubt; inactive = no such curve, though single readings can be large; an effect the other way counts as inactive or inconclusive. Not all compounds are listed; count on the stated rates, not on these rows.

SMILES	D3 antag	GLP1R cytotox	TDP-43 yeast inh	GLP-1R agonist	GLP-1R inv ag	aSyn yeast inh	KB-V1 cytotox	PTHR1 agonist	D3 ag
CCc1ccccc1NC(=O)CSc1ncc2c(n1)-c1ccccc1N(C)S2(=O)=O	.	-8.5%	16.9%	.	14.2%	.	11.0%	-30.1%	1.6
COc1ccc(NC(=O)c2cc(-c3cc(F)ccc3OC)n[nH]2)c(C)c1	-51.2*	-6.3%	22.4µM*	6.9%	-29.0%	-1.8%	-13.6%	-19.7%	-8.4
CC(=O)c1ccc(N2CCN(S(=O)(=O)c3ccc4c(c3)CC(C)N4C(=O)C3CC3)CC2)cc1 (stereo unspecified)	4.2	-3.3%	9.0%	-2.9%	-5.8%	-1.0%	5.7%	-27.1%	2.9
Cc1ccsc1/C=C1/SC(N2CC(C)OC(C)C2)=NC1=O (stereo unspecified)	0.0	?	14.4%	12.6%	-20.0%	5.3%	-5.0%	i	1.4
O=C(COC(=O)c1cccc(S(=O)(=O)N2CCOCC2)c1)Nc1ncc(Cl)cc1Cl	0.3	2.3%	20.5%	-1.9%	-7.0%	0.2%	3.7%	11.8%	-10.5
O=C(NCC1COc2ccccc2O1)Nc1ccccc1F (stereo unspecified)	-9.1	-7.0%	?	-8.0%	?	1.4%	-4.0%	-17.7%	-6.1
COc1ccc(C(O)P(=O)(OC(C)C)c2ccc(N(C)C)cc2)c(OC)c1 (stereo unspecified)	-1.0	-3.9%	19.1%	2.0%	-25.5%	-1.5%	13.5%	-4.4%	-4.3
O=C(c1ccc(Cl)c(S(=O)(=O)N2CCCCC2)c1)N1CCCCCC1	6.8	22.8%	-0.4%	-8.8%	?	0.0%	?	-26.7%	-0.9
CC(=O)NCc1ccc(C(=O)CSc2nnc(C3CC3)n2C2CC2)cc1	-15.5	16.2%	0.2%	5.7%	3.1%	-5.5%	-17.4%	-26.9%	-1.2
COC(=O)C(N)Cc1ccc(Cl)cc1 (stereo unspecified)	6.2	-1.8%	?	17.0%	1.0%	3.6%&2.4%	3.5%	i	1.6
COc1cc(NC(=O)C2CCN(S(=O)(=O)c3ccc4c(c3)oc(=O)n4C)CC2)cc(OC)c1	.	1.7%	6.4%	-0.7%	0.9%	.	0.0%	-4.1%	-9.1
CCCc1ccc(OCC(O)CN2CCN(C(=O)OCC)CC2)cc1 (stereo unspecified)	7.3	3.0%	-8.6%	0.1%	?	-0.3%	0.8%	-2.8%	-3.3
O=c1cc(O)nc(SC23CC4CC(CC(C4)C2)C3)[nH]1	19.4	8.1%	-20.4%	-7.8%	-1.4%	3.2%	-0.9%	-28.0%[57.5 µM]	-0.4
O=S(=O)(c1cccc(-c2nc3n(n2)Cc2ccccc2-3)c1)N1CCCC1	-26.2	-26.6%	-16.0%	2.3%	0.0%	-6.6%	?	-23.2%	-12.6
O=C(NNC(=O)OCc1ccccc1)OCc1ccccc1	8.8	2.7%	2.0%	8.2%	-28.4%	7.2%	7.5%	i	1.3

Entries of single compounds, looked up by structure. Order of values: D3 antag	GLP1R cytotox	TDP-43 yeast inh	GLP-1R agonist	GLP-1R inv ag	aSyn yeast inh	KB-V1 cytotox	PTHR1 agonist	D3 ag
O=C(NCC1COc2ccccc2O1)Nc1ccccc1F (stereo unspecified) is entered as -9.1	-7.0%	?	-8.0%	?	1.4%	-4.0%	-17.7%	-6.1
COC(=O)C(N)Cc1ccc(Cl)cc1 (stereo unspecified) is entered as 6.2	-1.8%	?	17.0%	1.0%	3.6%&2.4%	3.5%	i	1.6

Continuation.
SMILES	D3 antag	GLP1R cytotox	TDP-43 yeast inh	GLP-1R agonist	GLP-1R inv ag	aSyn yeast inh	KB-V1 cytotox	PTHR1 agonist	D3 ag
COc1ccc(CCNC(=O)C2CCN(S(=O)(=O)c3cccc4nonc34)CC2)cc1OC	-16.0	67.1%[activator]	5.5%	4.6%	15.5%	1.6%	19.2%	0.8%	-1.6
COc1ccc(OC)c(-n2nnnc2SCC(=O)Nc2cc(C)ccc2OC)c1	-15.0	-11.2%	3.5%	1.9%	?	4.6%	0.0%	i	0.6
CCOC(=O)N1CCN(C(=O)/C=C/c2ccc([N+](=O)[O-])cc2)CC1	-18.3	4.7%	-4.9%	0.7%	-8.4%	-8.2%	-17.3%	-22.2%	-4.0
CCCC(C)C(=O)Nc1ccc(S(=O)(=O)Nc2nccs2)cc1 (stereo unspecified)	2.8	-0.7%	3.4%	-0.3%	11.8%	-7.6%	-0.1%	i	2.8
O=C(c1ccco1)n1nc(-c2ccccc2)nc1NCc1ccccc1Cl	.	0.2%	-16.0%	0.1%	9.3%	.	-33.1%	-22.0%	-4.8
CCc1cccc(C)c1NC(=S)N(CCOC)C(C)c1ccco1 (stereo unspecified)	13.2	4.6%	5.6%	4.9%	-28.7%	0.2%	2.5%	i	7.9
Fc1cc(F)c(F)c(SCn2cc(Br)cn2)c1F	-7.5	-3.7%	?	8.3%	-6.0%	6.3%	?	-19.4%	-1.9
CC(C)(CNS(=O)(=O)c1ccc(Cl)cc1)N1CCCCC1	-26.1	1.9%	-5.7%	0.1%	-14.2%	-8.9%	4.6%	-8.7%[57.5 µM]	-15.5
O=S(=O)(Nc1cc(S(=O)(=O)N2CCOCC2)ccc1Cl)c1ccccc1	-6.0	-16.5%	?	-30.9%[inhibitor]	-9.6%	0.5%	-8.2%	-28.6%	2.6
COC(=O)C1C(=O)c2c([nH]c(C(=O)OCCSC)c2C)CC1C (stereo unspecified)	3.5	-4.9%	9.1%	4.7%	17.5%	-3.0%	0.8%	-30.0%[inhibitor]	-0.3
Cc1ccc(CNC(=O)Cn2ccc3cc(S(=O)(=O)N4CCCCCC4)ccc32)cc1	4.6	-13.2%	9.5%	3.9%	?	-1.3%	-15.7%	-36.9%	2.1
C=CCn1c(=NC(=O)CC)n(C)c2ccccc21	0.4	41.8%	1.4%	-11.6%	1.6%	10.1%	-1.5%	-5.1%	-3.1
COc1ccc(OC)c(-c2csc(NC(=O)COC(=O)C3CC3)n2)c1	-2.1	2.4%	9.5%	14.9%	-1.5%	-1.8%[1.84 µM]	0.0%	-18.3%	0.5
O=C(NCCC1CCCCN1S(=O)(=O)c1cccs1)C(=O)Nc1cccc(F)c1 (stereo unspecified)	?	-20.7%	10.0%	1.7%	?	-0.7%	16.4µM*	-61.5%[inhibitor]	-12.3
O=C(Cc1ccc([N+](=O)[O-])cc1)NCCc1ccc2c(c1)OCO2	?	-7.3%	-14.4%	0.0%	1.6%	0.7%	5.9%	-0.2%	-13.0
CC1Cc2cc(C(=O)O)ccc2O1 (stereo unspecified)	37.4	-2.1%	?	-9.6%	5.3%	9.2%	27.0%	-3.4%[57.5 µM]	4.6
O=C1CC(Nc2ccccc2)C(=O)N1c1ccc(N2CCOCC2)cc1 (stereo unspecified)	5.0	22.0%	-7.7%	1.7%	18.4%	0.6%	21.6%	i	-4.8
CCC(=O)N1CCc2cc(S(=O)(=O)NCCC(=O)NCc3ccc(OC)cc3)ccc21	.	-4.7%	18.0%	.	25.8%	.	3.0%	-9.4%	-1.3
CC(C)(C)NCC(O)CON=C1c2ccccc2-c2ccccc21 (stereo unspecified)	-12.5	?	-16.1%	1.6%	3.98µM*	0.6%	?	i	0.9
CC(CCc1ccccc1)NC(=O)CCNS(=O)(=O)c1ccccc1C(F)(F)F (stereo unspecified)	-6.0	6.8%	0.5%	1.9%	?	0.2%	-4.8%	-11.5%	0.6
C/C(CC(=O)Nc1ccc(C)c(Cl)c1)=N\NC(=O)c1ccco1	-12.5	-1.2%	-9.6%	12.3%	?	22.7%	?	-18.3%	0.2
O=C(CN(c1ccc(Cl)c(C(F)(F)F)c1)S(=O)(=O)c1ccccc1)N/N=C/c1cccc2c1OCCO2	-62.9*	9.3%	16.6%	-0.6%	-15.1%	13.2%	?	i	-8.8
Cc1cc(C(=O)CCC(=O)Nc2ncccc2C)c(C)s1	22.5	-6.4%	12.7%	-3.5%	-4.8%	0.1%	9.0%	-14.4%	0.7
Cc1cc2c(cc1S(=O)(=O)CCC(=O)NCc1ccccc1)OCC(=O)N2	-9.9	-2.4%&-4.5%	12.5%&9.0%	-3.6%&-7.6%	10.5%&19.0%	0.7%&0.4%	-2.1%&7.3%	-2.1%	-8.7&0.1
Cc1ccc(C(=O)N2CC(C)SC2=Nc2cccc(S(=O)(=O)N(C)C)c2)cc1 (stereo unspecified)	4.5	5.4%	-38.9%[inhibitor]	8.6%	?	18.3%	-1.3%	-24.3%	-6.6
CCOc1ccc(S(=O)(=O)N(C(=O)c2ccncc2)c2ccc3oc(C)c(C(=O)OC)c3c2)cc1	.	?	18.9%	.	?	.	.	-38.5%	7.1
COc1cccc(-c2c(C(=O)N/N=C/c3sccc3C)nnn2-c2nonc2N)c1	-3.2	-13.7%	-10.1%	-0.8%	?	4.6%	6.2%	-24.4%	-1.7
CC1(C(=O)NS(C)(=O)=O)CCN1C(=O)Cc1ccc(-c2ccccc2)cc1 (stereo unspecified)	13.4	2.6%	12.7%	-2.8%	4.5%	0.1%	5.4%	-3.3%	5.2
COc1ccc(Cn2cc(S(=O)(=O)c3ccc(C)cc3)c(=O)c3cc(F)ccc32)cc1	.	14.3%	?	.	11.0%	.	5.5%	-4.2%	3.3
COc1ccc(Cc2nc3ccc(C(=O)NCCn4cccn4)cc3o2)cc1	6.7	-2.5%	13.4%	1.5%	2.5%	7.0%	?	i	4.6
CCOc1ccc(CNCc2c(C(=O)O)n(Cc3ccc(C)cc3)c3cc(C)ccc23)cc1	.	?	16.0%	-9.2%	?	.	?	-19.3%	-4.7
COc1ccc2oc(C(=O)OCC(=O)N(CC(C)C)c3c(N)n(Cc4ccccc4)c(=O)[nH]c3=O)c(C)c2c1	-9.5	-21.7%	-5.1%	-5.3%	6.1%	-6.5%	?	-1.0%	-4.6
